NALP1 yeast inh = inhibitors of NALP1 inflammasome in yeast; S. cerevisiae NALP1/ASC/caspase-1 growth, X-gal OD620, 72 h; inhibition, % at 10 µM; 280,000 tested, 0.61% active; in the data active = inhibition mostly above about 24%, no sharp cut-off; inactive = mostly below about 32%; also: some compounds called inactive have numbers as strong as hits
MEKK2 WT-MEK5 = raises or lowers MEK5 binding to wildtype human MEKK2 PB1 domain. bead flow cytometry, Alexa488-MEK5 binding to MEKK2 WT; actives lie on both sides. 290,000 tested, 1.1% active. binding response (% of control), % at 10 µM. AID 1531; in the data active = binding response below about 67% or above about 130%
MEKK3 PB1 HTS = modulators (inhibitors or enhancers) of MEK5 binding to human MEKK3 PB1 domain; Q99759; bead-based flow cytometry, Alexa488-MEK5 binding to MEKK3; actives lie on both sides; 0 = blocked by unlabeled MEK5, 100 = vehicle; 290,000 tested, 1.4% active; AID 1529; binding response (% of control), % at 10 µM;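 active = binding response more than 3 SD above or below the average of its plate-row segment, actives on both sides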;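 also: Alexa488 bead fluorescence after subtracting the streptavidin-only scavenger bead signal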
Target sequence (Q99759 whole entry, looked up, the tested form may be a part): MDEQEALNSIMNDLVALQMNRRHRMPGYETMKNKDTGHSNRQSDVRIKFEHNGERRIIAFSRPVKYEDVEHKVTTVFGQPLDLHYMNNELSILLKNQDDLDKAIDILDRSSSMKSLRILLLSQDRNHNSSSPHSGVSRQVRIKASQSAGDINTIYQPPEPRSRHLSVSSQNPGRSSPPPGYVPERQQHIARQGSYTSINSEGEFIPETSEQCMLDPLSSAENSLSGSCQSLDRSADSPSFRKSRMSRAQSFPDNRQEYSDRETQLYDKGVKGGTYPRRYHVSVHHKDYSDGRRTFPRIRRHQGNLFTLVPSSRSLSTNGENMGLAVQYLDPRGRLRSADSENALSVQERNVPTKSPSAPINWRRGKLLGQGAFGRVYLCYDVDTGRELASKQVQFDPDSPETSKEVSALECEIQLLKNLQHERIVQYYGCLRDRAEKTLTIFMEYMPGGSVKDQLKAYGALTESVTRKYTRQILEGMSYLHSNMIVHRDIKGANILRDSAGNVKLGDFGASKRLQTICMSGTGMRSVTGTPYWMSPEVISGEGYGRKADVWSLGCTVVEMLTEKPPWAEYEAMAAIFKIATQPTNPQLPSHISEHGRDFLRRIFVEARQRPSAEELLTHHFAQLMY
MEKK2mut PB1 HTS = signal of MEK5 binding to mutant human MEKK2 PB1 domain; AID 1530; percent response, % at 10 µM; bead flow cytometry, Alexa488-MEK5 binding to MEKK2 mutant; 290,000 tested, 0.35% active; in the data active = percent response above about 24%, passing the limit was not always enough; also: inactives centre near 1; some results filed as inactive read as strong as hits; reference of the scale not given here
UBC9 SUMO inh = inhibitors of human SUMOylation (UBC9); P63279; HTRF SUMOylation assay, SAE1/SAE2 + UBC9, in vitro; inhibition, % at 35 µM; 290,000 tested, 0.36% active; AID 2006; in the data active = inhibition above about 50%, passing the limit was not always enough; also: strong numbers were not always called active
Target sequence (P63279 whole entry, looked up): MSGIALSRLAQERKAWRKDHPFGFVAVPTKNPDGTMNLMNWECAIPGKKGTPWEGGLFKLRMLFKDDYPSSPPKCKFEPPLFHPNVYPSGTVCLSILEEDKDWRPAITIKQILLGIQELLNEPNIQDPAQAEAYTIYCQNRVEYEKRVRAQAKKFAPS
PfM18AAP inh = PfM18AAP enzyme inhibition; recombinant PfM18AAP, H-Glu-NHMec fluorogenic cleavage; inhibition, % at 7.35 µM; AID 1822; 290,000 tested, 1.2% active;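 active = inhibition above the campaign mean inhibition over all tested compounds plus 3 SD, cut at about 28% in these data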;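 also: 0% = plate median of test compound wells and 100% = 2 mM ZnCl2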
IDE inh = inhibitors of human insulin-degrading enzyme in cells | HEK cells, FAbetaB cleavage, fluorescence polarization | inhibition, % at 5.59 µM | 320,000 tested, 0.41% active | AID 434962;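 active = percent inhibition above the average of all tested compounds plus 3 SD, set per screening campaign, cut at about 16% in these data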;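 also: IDE supplied by intact live HEK cells; FP after avidin binding of uncleaved biotin substrate so inhibition keeps polarization high; 0% = DMSO wells and 100% = 60 µM reference IDE inhibitor Ii1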
IDE cell activ = IDE (human) activation, cell-based; 340,000 tested, 0.073% active; HEK cells, FAbeta-B cleavage, fluorescence polarization; 0% vehicle, 100% cell-free pure enzyme wells; activation, % at 5.96 µM; AID 493087; P14735;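 active = activation above the mean of all tested compounds plus 3 SD, set per screening campaign, cut at about 17% in these data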
pCIP destab = lowers stability of the mouse p/CIP coactivator protein; 290,000 tested, 0.01% active; AID 1984; F442A p/CIP-EGFP cells, EGFP fluorescence, 16 h; decrease of EGFP signal, % at 10 µM;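 active = EGFP signal decrease of at least 30% at 10 µM or well 3 SD below plate mean, unless failing retest; inactive = the rest, including hits failing retest or dose response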; also: some compounds called inactive have numbers as strong as hits; many of its hits are not listed in these tables
Starred values were filed as active, the others as inactive; x = no result given.

Sample of the layout, 2 compounds:
NALP1 yeast inh,MEKK2 WT-MEK5,MEKK3 PB1 HTS,MEKK2mut PB1 HTS,UBC9 SUMO inh,PfM18AAP inh,IDE inh,IDE cell activ,pCIP destab,Structure
3,96,95,1,8,2,11,0,-13,CC(Oc1cc2oc(=O)c3c(c2cc1Cl)CCCC3)C(=O)NCc1ccccn1 (stereo not drawn)
2,95,92,-3,3,3,2,-2,-11,CCCC(=O)Nc1ccc(N2CCN(C(=O)c3cccs3)CC2)cc1

The listing, from the start:
NALP1 yeast inh,MEKK2 WT-MEK5,MEKK3 PB1 HTS,MEKK2mut PB1 HTS,UBC9 SUMO inh,PfM18AAP inh,IDE inh,IDE cell activ,pCIP destab,Structure
3,96,95,1,8,2,11,0,-13,CC(Oc1cc2oc(=O)c3c(c2cc1Cl)CCCC3)C(=O)NCc1ccccn1 (stereo not drawn)
2,95,92,-3,3,3,2,-2,-11,CCCC(=O)Nc1ccc(N2CCN(C(=O)c3cccs3)CC2)cc1
0,100,90,-4,16,2,6,1,-6,COc1cc(Nc2c3c(nc4ccccc24)CCC3)cc(OC)c1OC
12,111,111,1,8,8,1,-1,9,CCOc1ccc(/C=N/Nc2nncc(-c3ccccc3)n2)cc1OC
-16,109,122,0,4,-15,-2,-4,-8,O=C(CCn1c(=S)oc2ccccc21)Nc1ccc(F)cc1
10,88,93,-7,-5,1,-3,5,15,Cc1ccc(S(=O)(=O)c2c(N)n(NC(=O)C3CC3)c3nc4ccccc4nc23)cc1
26,98,98,-4,0,0,1,2,-3,Cc1ccc(-c2csc(N3CCC[C@@H]3C(=O)NCCn3c(-c4ccncc4)nc4ccccc43)n2)cc1
14,102,97,-4,-7,0,-2,3,-4,Cc1ccccc1C(=O)OC(C)CN1CCN(C)CC1 (stereo not drawn)
-3,104,109,4,-18,-4,-5,0,5,COc1cccc(CNC(=S)Nc2cc(OC)ccc2OC)c1
3,102,102,3,6,3,4,1,-9,CC(=O)Nc1ccnn1C1CCN(C(=O)c2cccc(C)c2C)CC1
30,97,94,-2,2,11,10,-5,9,COc1cc(-c2nnc(CSc3nnc(N)s3)o2)cc(OC)c1OC
12,94,99,-6,12,1,-1,6,1,Cc1csc(NC(=O)CSc2nccn2C)n1
9,112,141*,1,3,-4,2,6,-3,COC(=O)C(=NNc1c(C)n(C)n(-c2ccccc2)c1=O)C(=O)OC
-8,99,97,-2,-1,7,0,6,-4,Cc1c(CNC2CCCC(C)C2C)c(C(=O)O)c(C)n1Cc1ccccc1 (stereo not drawn)
18,97,98,-6,9,-1,1,2,-1,C=CCNc1scc(-c2ccccc2)[n+]1CC=C
5,68,68,-15,16,-14,6,5,-11,NC(=O)CCS(=O)(=O)c1ccc(Cl)cc1
12,107,112,-1,12,3,4,x,4,Cn1ncc2c(NCc3cccc(C(F)(F)F)c3)c(C(=O)O)cnc21
10,91,96,-2,-17,-3,3,2,13,C/C(=N/N1CCN(c2ccccn2)CC1)c1ccc([N+](=O)[O-])cc1
2,92,93,-15,-2,9,2,7,-8,O=C(NC(=S)NNC(=O)[C@H]1C[C@@H]1c1ccccc1)c1cccc(F)c1
x,146*,120,4,22,x,x,x,-18,CC1(OC(=O)C2CCCC2)C(=O)C=C2C=C(c3ccsc3)N(CCN3CCOCC3)C=C2C1=O (stereo not drawn)
27,105,109,2,-7,-1,2,-3,-9,Cc1ccc(CNC(=O)C2CCCN(S(=O)(=O)c3c(C)[nH]c(=O)[nH]c3=O)C2)cc1 (stereo not drawn)
-2,96,99,1,-8,-3,-4,-3,-3,O=C(NNS(=O)(=O)c1ccc(F)cc1F)C1Cc2c(ccc3ccccc23)O1 (stereo not drawn)
8,102,100,-4,14,3,5,4,3,O=C(CC1C(=O)NCCN1Cc1ccc(Cl)c(F)c1)NC1CCC1 (stereo not drawn)
4,96,98,-1,13,-3,0,1,1,CC(=O)C1C(c2ccc(C)cc2)c2c(n[nH]c2C)CC1(C)O (stereo not drawn)
5,96,91,-4,12,-10,0,5,6,CCC(C(=O)NCc1ccccc1OC)n1nc(C)n2c(cc3occc32)c1=O (stereo not drawn)
x,97,97,-4,-2,-8,2,3,-1,CCOC(=O)C1=C(N)Oc2cc(C)n(C)c(=O)c2C1c1ccncc1 (stereo not drawn)
24,90,87,-4,22,3,-1,7,-3,O=C(NCCCO)/C(=C\c1cn(-c2ccccc2)nc1-c1cccnc1)NC(=O)c1ccccc1
x,85,88,-18,7,5,25*,-71,-14,CN(C)c1ccc(/C=C/C(=O)c2c(O)c3ccccc3oc2=O)cc1
18,100,100,0,-19,-10,0,4,-5,COc1ccc(NS(=O)(=O)c2ccc3c(c2)oc(=O)n3C)c(OC)c1
7,98,97,-5,14,13,2,6,3,COCCNC(=O)COC(=O)CSCc1nc2ccccc2s1
-10,x,x,x,4,-3,2,-2,-1,O=C(Cc1cccs1)NCc1cn2ccccc2n1
5,98,101,0,36,4,6,2,14,CCOC(=O)CN1C(=O)/C(=C/c2ccccc2Br)Oc2ccccc21
-4,98,102,-1,-1,-5,-5,2,-7,COc1ccc(OC)c(S(=O)(=O)N2CCC(C(=O)Nc3cccc(C)c3C)CC2)c1
7,95,96,-6,-10,-4,x,0,-4,CN1C(=O)/C(=C\c2cccc(OCc3ccccc3)c2)SC1=S
9,110,106,6,-1,-3,5,-2,4,O=C(NC(Cc1ccccc1)C(=O)O)NC12CC3CC(CC(C3)C1)C2 (stereo not drawn)
-18,85,96,-11,4,0,6,4,8,CCC(C)C(=O)Nc1nccs1 (stereo not drawn)
15,109,103,5,11,-1,4,4,-7,CCc1nc(SCC(=O)NCC2CCCO2)c2oc3ccccc3c2n1 (stereo not drawn)
19,96,98,-1,1,-5,0,6,-9,COc1ccc(OC)c(-n2c(SCC(C)=O)nnc2-c2cccc(S(=O)(=O)N(C)C)c2)c1
-8,104,108,-1,5,6,4,-5,5,O=[N+]([O-])c1ccccc1OCc1nc(-c2cccs2)no1
x,107,112,10,26,13,7,7,-13,O=C1c2ccc(-c3ccc4c(c3)C(=O)N(CCO)C4=O)cc2C(=O)N1CCO
22,117,107,10,12,-2,5,5,1,CN(C)CCCNC(=O)c1cc(C(=O)c2c(Cl)cccc2Cl)c[nH]1
3,78,82,-14,-8,-14,-2,-2,-17,CN1C[C@@H]2C[C@@H](c3cccn3-c3nccs3)N3CCC[C@@]23C1=O
30,111,115,1,1,-4,1,2,-2,COc1cc(NC(=O)c2nccnc2C(=O)O)cc(OC)c1
6,104,99,3,14,-4,-4,2,-7,CCc1ccc(S(=O)(=O)Nc2nccs2)cc1
4,105,101,3,3,-17,7,-6,3,O=C(Cn1cnc2ccccc2c1=O)Nc1ccc(S(=O)(=O)N2CCCC2)cc1
-8,104,111,-1,8,6,-2,2,5,Cc1ccc(/C(O)=C2\C(=O)C(=O)N(CCc3c[nH]c4ccccc34)C2c2cccnc2)cc1 (stereo not drawn)
3,101,101,3,13,5,-5,6,-3,COc1cccc(OCc2cc(C(=O)NCc3ccccn3)no2)c1
18,113,95,10,17,-7,2,0,0,CN(C)CCCN(Cc1ccccc1)C(=S)Nc1cccc(C(F)(F)F)c1
-5,95,101,-4,-6,6,2,7,1,O=C(CN(Cc1ccccc1)S(=O)(=O)c1ccccc1)N/N=C/c1ccc2c(c1)OCO2
13,98,101,0,0,-1,2,2,-10,Cn1nc(C(=O)OCC(=O)N2CCc3ccccc32)c2ccccc2c1=O
20,109,103,4,7,0,1,1,-7,O=C(CSc1ncnc2c1oc1ccccc12)Nc1ccccc1C(F)(F)F
20,115,108,17,-6,-5,1,-1,2,CCC(=O)Nc1ccc2c(c1)N(C(C)=O)c1ccccc1CC2
10,93,95,-6,24,-18,1,0,-10,Cc1cc(OCC(=O)c2ccc(C(F)(F)F)cc2)n2cnnc2n1
21,97,95,-2,17,0,1,-3,-11,O=C(NNC(=O)c1cccnc1)NC12CC3CC(CC(C3)C1)C2
8,106,101,-1,2,1,0,4,-14,CCCCCCc1ccc(N2C[C@H](Cc3ccccc3)[C@@H](CC(=O)Nc3ccccc3)C2=O)cc1
36,98,103,4,1,20,3,0,0,CCc1ccc(NSc2ccccc2[N+](=O)[O-])cc1
4,108,104,6,9,1,-2,0,-27,COCC(=O)N(Cc1cc2ccc(C)cc2[nH]c1=O)c1cccc(C)c1
24,93,99,-3,18,5,x,1,-8,Cn1c(=O)c2sccc2n2c(CCCC(=O)NCc3ccc4c(c3)OCO4)nnc12
5,92,103,1,5,1,1,6,-7,CCOc1ccc(N=C2NC(=O)C(CC(=O)Nc3ccc(OC)cc3)S2)cc1 (stereo not drawn)
36,89,97,-2,2,3,11,2,-12,COc1cccc(/C=C2\C(=O)N(c3cccc(C)c3)C(=O)c3ccccc32)c1

Part of the list above with just UBC9 SUMO inh and PfM18AAP inh:
| SMILES | UBC9 SUMO inh | PfM18AAP inh |
| --- | --- | --- |
| CCCCCCc1ccc(N2C[C@H](Cc3ccccc3)[C@@H](CC(=O)Nc3ccccc3)C2=O)cc1 | 2 | 1 |
| O=C(CSc1ncnc2c1oc1ccccc12)Nc1ccccc1C(F)(F)F | 7 | 0 |
| NC(=O)CCS(=O)(=O)c1ccc(Cl)cc1 | 16 | -14 |
| COc1ccc(OC)c(S(=O)(=O)N2CCC(C(=O)Nc3cccc(C)c3C)CC2)c1 | -1 | -5 |

More entries.
NALP1 yeast inh,MEKK2 WT-MEK5,MEKK3 PB1 HTS,MEKK2mut PB1 HTS,UBC9 SUMO inh,PfM18AAP inh,IDE inh,IDE cell activ,pCIP destab,Structure
5,102,100,7,4,3,5,3,-6,COc1cccc(CNC(=O)c2ccc(C(=O)NCc3cccc(OC)c3)cc2)c1
16,90,92,0,-13,2,-2,4,3,Cc1ccc(CNc2ccc(N3CCOCC3)c(Cl)c2)cc1
10,107,105,3,-7,-6,1,2,4,S=c1[nH]nc(COc2ccc(Cl)cc2)n1-c1ccc(Cl)cc1
0,107,107,6,-46,0,-1,4,-2,O=C(COc1ccccc1)Nc1nc(-c2cccs2)cs1
18,97,105,4,16,5,0,-1,-6,CCOC(=O)c1c(NC(=O)CSc2nnnn2-c2ccc3c(c2)OCCO3)sc(C)c1C
0,98,98,-1,-6,0,5,5,-11,O=C(CNS(=O)(=O)c1cccc(Br)c1)NCC1CCCCC1
7,89,90,-11,4,6,-1,5,8,CCCCCCCC(=O)OC(CN1CCCCCC1)CN1CCCC1=O (stereo not drawn)
13,107,101,4,-1,1,2,-6,-4,CN1C(=O)/C(=C/c2cccc(Cl)c2)Sc2ccc(C(=O)N3CCOCC3)cc21
8,108,109,6,21,-10,-5,6,-8,COc1ccc2c(c1)[nH]c1c(=O)n(CCC3=CCCCC3)cnc12
-7,94,94,-4,1,-6,-3,2,-16,CCNc1nc(NC(C)CC)nc(ON=C(C)C)n1 (stereo not drawn)
0,102,97,-6,-2,12,-1,0,8,Cc1cc(S(=O)(=O)N(Cc2ccc3c(c2)OCO3)CC2CCCO2)ccc1-n1cnnn1 (stereo not drawn)
25,105,102,10,19,-2,19*,-38,-9,Cc1c(OC(C)C(=O)NCc2ccncc2)ccc2c3c(c(=O)oc12)CCCC3 (stereo not drawn)
-4,92,89,-11,31,1,6,2,3,COC(C(=O)NNC(=O)Cc1ccc(Cl)cc1)c1ccccc1 (stereo not drawn)
-5,94,101,-2,-5,-1,4,5,0,Cc1cccc(OC(=O)C2C(c3ccccc3)C(C(=O)O)C2c2ccccc2)c1 (stereo not drawn)
36*,101,98,6,27,12,-2,-2,-16,COc1ccc(CNC(=O)c2cc3c(=O)n4cccc(C)c4nc3n(CC3CCCO3)c2=N)cc1 (stereo not drawn)
8,99,98,-3,14,-4,2,-11,-7,CN(C(=O)c1ccc(NC(=O)C2CC=CCC2C(=O)O)cc1)c1ccccc1 (stereo not drawn)
11,107,101,5,-8,-1,0,5,4,O=C(COc1ccccc1Cl)N1CCN(C(=O)c2ccco2)CC1

Screening results from PubChem BioAssay.

Not all compounds are listed. The share of hits here may be higher or lower than overall.
